Bcl-2 Bim block: inhibitors of Bim-Bcl-2 interaction, human; Bead-based flow cytometry, Bim peptide-Bcl-2 binding; 0.06% of 190,000 active; inhibition, % at 10 µM; P10415; in the data active means inhibition above about 40%; inconclusive means no clear call, values can overlap the other calls;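 further: 0% = no compound wells with probe peptide and 100% = reference peptide inhibitor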
Target sequence (P10415 whole entry, looked up): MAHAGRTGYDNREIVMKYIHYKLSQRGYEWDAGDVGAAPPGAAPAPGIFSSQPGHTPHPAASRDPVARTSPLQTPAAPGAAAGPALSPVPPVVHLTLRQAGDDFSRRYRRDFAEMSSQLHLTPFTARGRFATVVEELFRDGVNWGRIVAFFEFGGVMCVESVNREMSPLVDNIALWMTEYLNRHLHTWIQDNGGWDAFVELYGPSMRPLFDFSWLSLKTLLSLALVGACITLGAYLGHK
RGS4-Gao reg: modulates binding of RGS4 to human Galphao; 0.33% of 220,000 active; P09471; binding response (% of control), % at 10 µM; Multiplexed bead flow cytometry; actives lie on both sides; in the data active means binding response below about 49% or above about 150%; inactive means in between;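 further: fluorescent Galphao activated with aluminum fluoride binding bead-coupled RGS4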
Bim-Bcl-B: human Bim-Bcl-B interaction inhibition. Q9HD36. bead-based flow cytometry, Bim peptide-Bcl-B binding. inhibition, % at 10 µM. 0.073% of 190,000 active;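 further: 0% = tracer peptide without compound and 100% = reference inhibitor peptide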
GSH bead fluor: GSH bead compound fluorescence profile; fluorescence (KMESF) at 10 µM; GSH beads flow cytometry, compound fluorescence 488/530 nm; stronger effect = higher value; AID 1776; 0.25% of 190,000 active; in the data active means fluorescence above about 89;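 further: glutathione beads carrying GST-tagged Bcl family fusion proteins plus one bare bead set; values are compound well signal with DMSO vehicle wells as background; inactives centre near 16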
Bcl-XL Bim block: inhibitors of Bim-Bcl-XL interaction, human; Q07817; AID 1007; inhibition, % at 10 µM; 0.04% of 190,000 active; Bim peptide-Bcl-XL binding, bead flow cytometry, fluorescence
Target sequence (Q07817 whole entry, looked up): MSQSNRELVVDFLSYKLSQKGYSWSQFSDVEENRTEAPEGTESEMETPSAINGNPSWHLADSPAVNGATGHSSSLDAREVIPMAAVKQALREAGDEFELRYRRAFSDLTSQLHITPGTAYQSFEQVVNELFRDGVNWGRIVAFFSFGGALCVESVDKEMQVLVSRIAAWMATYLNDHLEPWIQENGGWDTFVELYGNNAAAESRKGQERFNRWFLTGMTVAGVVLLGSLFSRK
RGS7-Gao: human RGS7-Galphao interaction regulation; P09471; Multiplexed bead flow cytometry, RGS7-Galphao binding; actives lie on both sides; binding response (% of control), % at 10 µM; 0.35% of 220,000 active; AID 1439; in the data active means binding response below about 49% or above about 150%; inconclusive means no clear call, values can overlap the other calls; inactive means in between;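 further: fluorescent Galphao held in activated GDP-AlF4 state binding bead-coupled RGS7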
RGS8-Gao reg: modulates binding of RGS8 to human Galphao | P09471 | response (percent of control binding), % at 10 µM | multiplexed bead flow cytometry; actives lie on both sides | 0.34% of 220,000 active; in the data active means response below about 60% or above about 140%; inactive means in between;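 further: Galphao activated as the GDP aluminium fluoride complex binding bead-coupled RGS8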
Mcl-1 Bim block: human Bim-Mcl-1 interaction inhibition. 0.1% of 190,000 active. Bead-based flow cytometry, Bim peptide-Mcl-1 binding. inhibition, % at 10 µM. Q07820. AID 1009;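 further: 0% = no compound tracer wells and 100% = peptide blocker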
Target sequence (Q07820 whole entry, looked up): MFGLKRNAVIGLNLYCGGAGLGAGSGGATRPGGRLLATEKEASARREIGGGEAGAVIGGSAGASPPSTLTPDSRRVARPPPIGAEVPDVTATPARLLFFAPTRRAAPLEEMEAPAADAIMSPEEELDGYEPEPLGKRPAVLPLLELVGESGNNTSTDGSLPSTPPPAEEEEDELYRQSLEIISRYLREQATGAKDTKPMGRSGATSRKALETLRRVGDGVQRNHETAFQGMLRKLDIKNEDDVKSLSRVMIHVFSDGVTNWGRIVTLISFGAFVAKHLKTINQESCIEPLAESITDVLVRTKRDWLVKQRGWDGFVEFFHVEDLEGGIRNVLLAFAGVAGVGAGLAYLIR
Bcl-W Bim block: inhibitors of Bim-Bcl-W interaction, human. bead-based flow cytometry, Bim peptide-Bcl-W binding. inhibition, % at 10 µM. 0.02% of 190,000 active;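 further: 0% = bound tracer without compound and 100% = peptide blocker; higher means less fluorescent Bim peptide bound to Bcl-W beads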
Target sequence (Q92843 whole entry, looked up): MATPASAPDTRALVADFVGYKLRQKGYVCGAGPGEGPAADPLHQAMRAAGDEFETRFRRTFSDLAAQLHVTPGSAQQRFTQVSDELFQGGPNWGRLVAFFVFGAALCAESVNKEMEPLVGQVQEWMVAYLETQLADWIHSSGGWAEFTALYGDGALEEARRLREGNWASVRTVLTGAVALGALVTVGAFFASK
Bim-Bfl-1: disrupts Bim binding to human Bfl-1. Bead-based flow cytometry, Bim-Bfl-1 binding inhibition. Q16548. 0.12% of 190,000 active. inhibition, % at 10 µM. AID 1008;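 further: 0% = wells without compound plus tracer and 100% = blocker peptide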
Mcl1-Bid inh: Mcl-1/Bid interaction inhibition; Q07820; TR-FRET Mcl-1/Bid-Dy647 peptide binding, 1536-well; inhibition, % at 21.7 µM; 0.97% of 220,000 active; AID 1021;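 active means compounds that cut the binding signal by more than half at the single screening dose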;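 further: His-tagged Mcl-1 with europium anti-His antibody binding Bid BH3 peptide; 0% = Mcl-1 plus peptide wells and 100% = peptide-only wells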
Numbers without * were called inactive; ? = inconclusive; . = no result given; [ ] = dose if it differs, or a comment. Unless noted, no stated cut-off is given here; in the data, active means inhibition above about 40%.

SMILES	Bcl-2 Bim block	RGS4-Gao reg	Bim-Bcl-B	GSH bead fluor	Bcl-XL Bim block	RGS7-Gao	RGS8-Gao reg	Mcl-1 Bim block	Bcl-W Bim block	Bim-Bfl-1	Mcl1-Bid inh
COc1ccc(CCN2C(=O)C(Oc3ccccc3)C2c2ccc3c(c2)OCO3)cc1 (stereo not drawn)	-16	103	-10	14	-3	105	102	0	-1	-9	-12
NC(=NC1CCCCC1)c1ccc(Cl)cc1	-1	117	0	14	1	195*[activator]	90	0	2	-3	-18
COc1ccc(N2C(=O)/C(=C/c3ccc([N+](=O)[O-])cc3)N=C2C)cc1	0	104	-5	11	-2	99	100	-2	-1	-6	-8
Cc1cc(C)c(C(=O)CSc2nnc(C)s2)c(C)c1	-4	104	-2	17	-4	?	100	-2	-1	-6	-33
COc1ccc(C2=NOC(COC(=O)c3ccc4ccccc4n3)C2)cc1 (stereo not drawn)	-5	99	-12	17	-6	97	101	-1	-6	-14	3
Cc1nc(NC(N)=S)sc1C(=O)Nc1ccccc1	-6	97	-15	21	-5	98	98	-2	-9	0	-17
NS(=O)(=O)c1ccc(NC(=O)CSC2=NC(=O)C(c3ccccc3)C(=O)N2)cc1 (stereo not drawn)	0	100	0	20	-1	104	103	-2	0	0	6
O=C(c1ccc2c(c1)OCO2)N1CCN(c2ccccn2)CC1	-6	102	-8	13	-5	99	99	-3	0	-3	-3
CCOc1ccc(NCc2nnc(SCC(=O)Nc3nc(-c4ccccc4)cs3)n2-c2ccccc2)cc1	1	105	-1	6	-3	106	104	-4	-2	4	-28
Cc1ccc(OCC(=O)Nc2ccc(S(=O)(=O)Nc3ccccn3)cc2)cc1C	0	96	0	26	0	98	94	0	-2	7	1
COc1cc(C(=O)Nc2cc(C)c(OCC(=O)N3CCOCC3)c(C)c2)cc(OC)c1OC	-12	104	-9	23	-1	104	102	-3	1	-9	-9
COC(=O)CSc1ccc2nnc(CCNS(=O)(=O)c3ccccc3)n2n1	-4	97	-3	15	1	88	97	-3	-2	-5	-6
CCN(CC)CCOC(=O)c1cccc(OC)c1	-13	104	-5	13	-9	112	102	0	-1	-8	-4
COc1cc(/C=C(\C#N)C(=O)NCC2CCCO2)ccc1OCC(N)=O (stereo not drawn)	-2	105	-5	26	-3	102	102	-3	-4	1	-31
CC1=NN(c2ccc(C)cc2)C(=O)/C1=C\c1ccc(Br)s1	1	108	14	13	8	103	106	92*	0	3	-28
O=C(NCCC1=CCCCC1)C(=O)NCC(c1ccco1)N1CCN(c2ccccc2)CC1 (stereo not drawn)	-2	101	-4	4	-6	101	102	-4	-3	0	-19
Cc1ccc(S(=O)(=O)N2CCCCC2)cc1NC(=O)CSCC(=O)O	-1	102	-1	23	1	?	101	2	1	-3	-17
COc1ccc(CN(CC2CCCO2)C(=O)CN2C(=O)C(C)Oc3ccc(C)cc32)cc1OC (stereo not drawn)	-5	100	-5	12	-5	100	101	0	-5	-1	-4
COc1cc(-c2[nH]ncc2CN2CCc3sccc3C2)cc(OC)c1OC	-7	100	-4	58	-5	100	101	-2	-6	-15	-13
CCN(CC)c1ccc(/C=N/N2CCN(Cc3ccccc3)CC2)c(O)c1	0	101	-4	7	0	97	101	-4	-1	-1	-73
Cc1ccc(-c2n[nH]c(=O)c3ccccc23)cc1S(=O)(=O)Nc1ccccc1	-2	99	-15	19	-19	100	102	-4	-6	-6	0
O=C(O)CC(C(=O)NC1CCCCC1)C1CCCO1 (stereo not drawn)	-11	99	-4	21	-7	96	97	-1	2	-22	-5
CC(=O)N(C(C)=O)c1c(C#N)c(C)n(-c2ccccc2)c1C(=O)c1ccccc1	-2	98	-3	53	8	103	96	1	1	-10	-6
CCOc1ccc(S(=O)(=O)n2ccc(C)n2)c2ccccc12	-5	105	-3	47	-3	103	102	0	0	-4	15
CC(C)(C)c1ccc(S(=O)(=O)NCCOCC(F)(F)C(F)F)cc1	-7	97	-10	36	-7	95	96	0	2	-15	-24
CCOC(=O)N1CCC(=NNC(=O)c2cc3ccccc3cc2O)CC1	6	98	1	13	-3	99	101	1	1	0	-120
O=C(O)CCC(=O)NC(c1ccccc1)c1ccccc1	0	103	0	21	-3	98	105	0	1	-4	-5
CN(C)/C=C/C(=C\C(=O)C(F)(F)F)Nc1ccc(C(F)(F)F)cc1	-1	93	0	15	-1	113	96	1	-1	-2	-14
N#Cc1c(N)nc2c(c1N)CC(CO)O2 (stereo not drawn)	-2	98	-1	15	-4	98	96	-1	-2	0	-37
CC(=O)c1cccc(NC(=O)c2ccc(S(=O)(=O)N3CCCCC3)cc2)c1	-9	97	-11	34	-1	92	101	-4	-1	-17	-24
Cc1ccc(SCCCn2cncn2)cc1	-11	75	-6	24	0	84	98	-1	-2	-11	27
CN(C)S(=O)(=O)c1ccc(C(=O)OCC(=O)c2ccc(OC(F)F)cc2OC(F)F)cc1	-7	98	-5	6	-6	103	100	-4	-7	-4	-4
Cn1cc(CCNC(=O)CC2C(=O)NCCN2Cc2cccc(Oc3ccccc3)c2)cn1 (stereo not drawn)	0	102	-1	16	1	103	107	0	-4	-2	-22
O/N=C1/CCCCc2sccc21	-2	104	0	10	0	107	101	2	2	1	-19
CCOC(=O)c1ccc(N2C(=O)c3n[nH]c(C)c3C2c2ccc(OC)cc2OC)cc1 (stereo not drawn)	-3	106	-2	19	1	102	97	-4	3	8	5
C=CC[n+]1c(-c2ccc(OCC)cc2)csc1NNC(=O)Nc1ccccc1	-1	96	-8	15	-4	95	96	0	4	-10	-60
O=C(COC(=O)c1cccs1)NC1CCCCC1	-2	99	-2	14	-5	99	102	2	2	-16	-15
Cn1c(=O)c2c(ncn2CC(=O)Nc2ccccc2N2CCOCC2)n(C)c1=O	-11	106	-10	26	-1	122	100	-3	2	-17	-14
CCCCCCN1C2=NCCN2c2ccccc21	-3	100	-2	46	-5	101	99	-1	-5	-6	8
Cc1ccc(NC(=O)CSc2nnc(C)c(=O)n2N)c(C)c1	-6	99	-6	10	-7	98	102	-4	-1	-15	-19
NC(=O)NC1CCCc2c1[nH]c1ccc(Cl)cc21 (stereo not drawn)	-1	83	-4	27	-4	93	87	-3	-2	-4	-24
O=[N+]([O-])c1cc(-c2n(-c3ccccn3)c3ccccc3[n+]2-c2ccccn2)ccc1Cl	0	101	-1	6	0	101	104	0	0	-2	-1
COc1ccccc1-c1nnc(SCC(=O)O)n1-c1ccccc1	1	99	-5	11	0	98	101	1	0	1	-12
CCc1nc(N)nc(N)c1-c1ccc(Cl)cc1	2	101	-7	19	-2	101	103	-4	-2	0	2
CCOc1ccc(NC(=O)c2ccccn2)cc1	1	97	2	25	-2	97	100	0	0	0	-9
CSCCC(C(=O)NCc1cccs1)N1C(=O)c2ccccc2C1=O (stereo not drawn)	-2	103	-2	21	-1	100	99	0	-1	-1	-27
Cc1ccc2c(C(=O)CN3CCC4(CC3)OCCO4)c(C)[nH]c2c1	0	105	-1	9	-2	102	102	-2	0	0	-42
COCCN1Cc2cccc(C(=O)Nc3ccccc3OC)c2C1=O	-9	101	-7	31	-11	96	101	0	-2	-14	-10
Cc1c(C(=O)N2CCCC2)sc(NC(=O)c2cccs2)c1C#N	-6	106	-6	15	-5	115	103	1	2	-5	-66
COc1ccc(-n2nnc3c(=O)n(Cc4ccccc4C)cnc32)cc1	-8	102	-6	32	-7	100	100	-2	0	-17	7
Cc1nc(CCN2C(=O)c3ccccc3C2=O)n[nH]1	-7	104	-5	15	-3	106	102	1	1	-7	-17
COc1ccc(C2C(C(=O)NCCN3CCOCC3)c3ccccc3C(=O)N2C)cc1OC (stereo not drawn)	-11	97	-11	24	-7	98	99	-8	-1	-19	-12
Cc1ccc(OCC(=O)NCCN2CCOCC2)cc1C	0	100	0	13	-1	103	102	0	0	-3	2
S=C(NCc1ccncc1)Nc1ccc(Cl)c(Cl)c1	-12	100	-28	11	-7	101	101	-6	-2	9	-41
Cc1nn(C)c(C)c1S(=O)(=O)N(CC(=O)Nc1nccs1)c1ccc(C(C)C)cc1	-8	102	-9	20	-5	105	103	-2	-2	-7	-16
COc1ccc(/C=C2\OC(=O)c3c(OC)cccc32)cc1OC	4	102	3	22	0	99	100	3	1	2	-2
Cn1cc(SCC(=O)NCc2ccc(F)cc2)c2ccccc21	0	104	-1	65	3	107	103	-2	5	-1	-31
C/C(=N\NC(=O)c1cc(C)[nH]n1)c1cccs1	-3	94	-3	15	0	92	95	-1	0	-4	-18
COc1ccc(C(=O)NNC(=O)c2ccc(C)cc2)cc1S(=O)(=O)N1CCCC1	-5	106	-3	20	-2	102	100	-1	-2	-5	-26
COc1ccc(-c2nc(NC(=O)c3n[nH]c(=O)c4ccccc34)sc2C)cc1	0	105	-2	6	-6	105	103	-5	-1	0	2

Some of these compounds in order of molar mass, high to low:
SMILES	Bcl-2 Bim block	RGS4-Gao reg	Bim-Bcl-B	GSH bead fluor	Bcl-XL Bim block	RGS7-Gao	RGS8-Gao reg	Mcl-1 Bim block	Bcl-W Bim block	Bim-Bfl-1	Mcl1-Bid inh
NS(=O)(=O)c1ccc(NC(=O)CSC2=NC(=O)C(c3ccccc3)C(=O)N2)cc1 (stereo not drawn)	0	100	0	20	-1	104	103	-2	0	0	6
COc1ccc(-c2nc(NC(=O)c3n[nH]c(=O)c4ccccc34)sc2C)cc1	0	105	-2	6	-6	105	103	-5	-1	0	2
Cc1ccc(NC(=O)CSc2nnc(C)c(=O)n2N)c(C)c1	-6	99	-6	10	-7	98	102	-4	-1	-15	-19

More structures.
SMILES	Bcl-2 Bim block	RGS4-Gao reg	Bim-Bcl-B	GSH bead fluor	Bcl-XL Bim block	RGS7-Gao	RGS8-Gao reg	Mcl-1 Bim block	Bcl-W Bim block	Bim-Bfl-1	Mcl1-Bid inh
COc1cc2c(=O)n(Cc3ccco3)c(=O)n(CC(=O)c3cccc(Br)c3)c2cc1OC	-1	98	0	24	1	99	91	0	0	-2	39
CC1(C)COC(/C=C/c2ccc([N+](=O)[O-])cc2)=N1	0	105	-4	12	-4	103	110	-2	-3	0	3
COCCNC(=O)c1cc2oc3ccccc3c2n1C	-8	132	-5	29	1	131	121	2	0	-11	-17
CCN(CC)CCN1C(=O)C(=O)/C(=C(/O)c2ccncc2)C1c1ccccc1F (stereo not drawn)	-4	102	-6	28	-5	98	102	-1	-2	-17	7
CC1(C)Cc2c(sc3ncnc(N)c23)CO1	-3	97	-3	25	-7	96	102	-2	-4	-2	-26
O=C(N/N=C/c1ccccc1)c1ccc(OCc2ccccc2)cc1	-5	99	-7	20	-2	102	101	-2	-1	-3	-3
CC(=O)Nc1cccc(NC(=O)c2ccco2)c1	-4	102	-5	36	-15	99	100	0	-4	-10	-16
CCOC(=O)NC1CCS(=O)(=O)C1 (stereo not drawn)	-5	102	-6	15	0	102	108	0	1	-6	-33
CC(C)=C(NC(=O)c1ccco1)C(=O)NCCc1nc2ccccc2[nH]1	-3	105	-6	4	-5	101	106	3	0	-10	-14
Cc1ccc(OCc2nnc(SCc3cc(=O)[nH]c4ccccc34)o2)cc1	-7	103	-7	13	0	104	101	1	1	-12	15
Cc1ccnc(NS(=O)(=O)c2ccc(NC(=O)c3ccc(Br)o3)cc2)n1	-1	100	-1	11	-2	104	101	0	-1	-1	-15
Cc1cc(-c2nc3cccnc3s2)ccc1NS(=O)(=O)c1cccs1	-4	101	-2	19	0	104	103	-1	0	-3	21
C=CCn1c(=O)/c(=C2/Sc3ccccc3N2CC)s/c1=C1/C(=O)NN=C1C	-4	99	-8	13	-4	99	101	-1	-6	-6	-44
COC(=O)c1ccc(CSc2nnc(C)s2)cc1	2	98	0	32	0	100	101	1	0	-4	.

Bioassay records deposited in PubChem by several laboratories.

Compounds were not picked by outcome; about 1.8% have a hit in one of these screens.
